# Pf Dd2 inh: Plasmodium falciparum Dd2 growth inhibition; Potency, µM (titrated, usually from 28.9 µM), for inactives: at the top dose activity, negative = inhibition, most hits filed as inhibitors; AID 1347417; P. falciparum Dd2 growth, SYBR Green, 72 h; 4.3% of 120,000 active; active = well fitted inhibition curve with a large enough effect; inconclusive = small, poorly fitted or top-dose-only effect; inactive = no such curve, though single readings can be large or run the other way;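 note: plate controls were DMSO vehicle for no effect and reference drug for full effect; nearly all actives have a fitted effect of over 65% in size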
#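 Infected erythrocytes (Dd2, 0.3% parasitemia, 2.5% hematocrit final) are added to compound in RPMI-1640/Albumax II medium, grown 72 h at 37C in low oxygen, then lysed with saponin/Triton-X containing SYBR Green and read by fluorescence.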
# * hit, by the source's call; i = inactive; ? = inconclusive; [ ] = remark or other dose. Potency is the fitted concentration of half-maximal effect. Not all compounds are listed, so the mix of outcomes need not match the whole.
mol,Pf Dd2 inh
O=C1CCN(C(=O)C2CCN(S(=O)(=O)Cc3cccc(F)c3)CC2)CCCCCCN1,-20%
COc1ccccc1C(=O)N1CCCC2(C1)Nc1cccnc1NC2=NCc1ccccc1 (configuration not stated),?
Cc1ccc(NC(=O)Nc2nc3c(s2)CCCCCC3)cc1C,-19%
O=C(NCc1ccco1)c1ccc2c(c1)N(Cc1ccccc1)C(=O)c1ccccc1S2(=O)=O,-13%
C[C@@H]1CN(C(=O)CC2CCN(Cc3ccccc3)CC2)CC[C@]1(C)O,-18%
O=C(CSc1ccccn1)NC1CC(=O)N(C2Cc3ccccc3C2)C1 (configuration not stated),-3%
CN(C)Cc1ccc(-c2cc(-c3cn[nH]c3)c3cncn3c2)cc1,11%[44.1 µM]
COc1cc(C2NC(=O)c3c(sc4c3CCN(C)C4)N2)ccc1OC(=O)c1ccccc1 (configuration not stated),-23%
COc1ccc(Cn2c(C3CCN(C(=O)c4ccsc4)CC3)n[nH]c2=O)cc1,-21%
O=C(C1CCCC1)N1CCCC(c2nn[nH]n2)C1 (configuration not stated),26%
Cc1cccc(N(C)C(=O)Cn2c(=O)oc3cc(S(=O)(=O)N4CCCCC4)ccc32)c1,?
COc1ccc(-c2noc(C3CC(=O)N(c4ccc5c(c4)OCCO5)C3)n2)c(OC)c1 (configuration not stated),65%[activator]
Cn1cc(C(NC(=O)c2cccc(Cn3cccn3)c2)C2CC(O)C2)cn1 (configuration not stated),-1%
COC[C@H]1C[C@@H](NC(=O)c2nc3ccccc3s2)[C@H](O)[C@@H]1O,-13%[44.1 µM]
CCC1=Nc2cc(C(=O)NC3CCC(C)CC3)ccc2Sc2ccc(C)cc21 (configuration not stated),10µM*

# Carrying on:
mol,Pf Dd2 inh
Cn1c(Oc2ccccc2)nc2c1c(=O)n(Cc1ccc(Cl)cc1Cl)c(=O)n2C,?
COc1cc(OC)c(N(C)C(=O)CCNC(=O)Cn2cnc3ccccc3c2=O)cc1Cl,22%
COc1ccc([C@H]2C[C@@H](O)[C@@H](O)[C@@H]2NCc2cccc(C#N)c2)cc1,-11%[44.1 µM]
O=C1C2CN(Cc3cccc(Cl)c3)CCC2OCCN1Cc1ccccc1F (configuration not stated),i
CC(C)CCN1CCC(N2CCN(S(=O)(=O)c3ccc(F)cc3F)CC2)C1=O (configuration not stated),i
Cc1ccc(-c2ccc3nnc(CNC(=O)c4cccc(N(C)C)c4)n3n2)cc1,i
COc1ccc(N2CCN(C(=O)CCC(=O)NNc3nc4ccccc4c4nc(C)nn34)CC2)cc1,-6%
Cc1ccc(CN2C(=O)COC[C@H]2C(=O)Nc2cccc(C(C)C)c2)cc1,-16%
CCCN1CN=C(NS(=O)(=O)c2ccc(NC(C)=O)cc2)NC1,31%[activator]
CCS(=O)(=O)N1C[C@@H](COC)[C@H](c2nc(C)no2)C1,5%
CCc1nc(-c2c3n(c(=O)n(CC(=O)Nc4ccc(C)cc4)c2=O)CCCC3)no1,i
Cc1cc(C)n(CCC(=O)N2CCC(Cc3nc(-c4ccccc4)n[nH]3)CC2)n1,i
COCCOCc1nc(C2CCN(C(=O)NC(C)C)CC2)no1,1%
Cc1cc(C)nc(CNC2CCN(c3nc(C)nc4sccc34)CC2)n1,-8%
O=C(Nc1cccnc1)N1CC2ON=C(C(=O)N3CCCC3)C2C1 (configuration not stated),8%

# Given field by field: part of the list above.
> CCCN1CN=C(NS(=O)(=O)c2ccc(NC(C)=O)cc2)NC1
  Pf Dd2 inh: 31%[activator]

> CCS(=O)(=O)N1C[C@@H](COC)[C@H](c2nc(C)no2)C1
  Pf Dd2 inh: 5%

> CCc1nc(-c2c3n(c(=O)n(CC(=O)Nc4ccc(C)cc4)c2=O)CCCC3)no1
  Pf Dd2 inh: i

> Cc1cc(C)n(CCC(=O)N2CCC(Cc3nc(-c4ccccc4)n[nH]3)CC2)n1
  Pf Dd2 inh: i

# Continued.
mol,Pf Dd2 inh
COCCN1C(=O)c2cccn2CC1CNC(=O)CCc1nc2ccccc2s1 (configuration not stated),?
O=[N+]([O-])c1cc(-c2nc(-c3ccco3)no2)ccc1NCc1ccccc1,-8%
O=C(CCS(=O)(=O)c1ccc(Br)s1)Nc1cc(C(F)(F)F)cc(C(F)(F)F)c1,14%
Cc1cc(F)cc(CN2CCOc3cc([S+](=O)([O-])N(C)C)ccc3C2)c1,i
COc1cccc(S(=O)(=O)N2[C@@H]3CC[C@H]2CC(NC(=O)c2ccc(F)cc2)C3)c1 (some centres not stated),i
CCOc1cc(C(=O)NCCc2sc(-c3ccc(F)cc3)nc2C)cc(OCC)c1OCC,13%
CC(=O)N1c2ccc(S(=O)(=O)N3CCCCCC3)cc2CC1C(=O)NC(C)C (configuration not stated),56%[activator]
CCCN(Cc1cccs1)C(=O)Nc1cc(OC)ccc1OC,0%
COc1ccc(-c2cc(C(F)(F)F)nc(NCc3ccc(Cl)cc3)n2)cc1,?
Cc1ccc(NC(=O)N2CCC(N(C(=O)C3CC3)C3CCOCC3)CC2)c(C)c1,-2%
CN(C)CCNC(=O)c1cc2n(n1)CCCN(C(=O)[C@@H]1CCCN1)C2,-17%
Cc1cc(C(=O)N2CCC3(CCCN(CC4CCC4)C3=O)C2)nc(C)n1 (configuration not stated),-17%
COCCN1C[C@H]2CN(C(=O)C3CC3)CCN2C1=O,1%[44.1 µM]
Cc1cccc(CNC(=O)C2Cn3cccc3C(=O)N2Cc2ccccc2)c1 (configuration not stated),-52%
COc1ccc(-c2cc(N3CCC(NC(=O)c4cccc(C)c4)C3)n[nH]2)cc1 (configuration not stated),i

# (list continues)
mol,Pf Dd2 inh
COC(=O)c1ccccc1-n1c(CCC(=O)O)ccc1-c1ccccc1,19%
Cc1ccc(-n2c(=O)c3ccc(C(=O)NCc4ccccc4Cl)cc3n(Cc3ccccc3F)c2=O)cc1,24%
COc1cccc(OCc2cc(C(=O)N(C)CC(O)CO)n[nH]2)c1 (configuration not stated),-5%
C[C@@H](N)C(=O)N1CCOc2c(O)cc(-c3ncc(C(F)(F)F)cc3Cl)cc2C1,?
O=C(NCc1nnc2n1C(C(=O)NCc1ccncc1)CC2)c1ccccc1 (configuration not stated),14%
Cc1ccsc1CN1CCCCCCN(C)C(=O)[C@@H]2CCC[C@@H]21,?
CSc1ccc(-c2nc3cc(C)ccn3c2Nc2ccc(C)cc2)cc1,0%
O=C(c1cccs1)N1CCC(c2n[nH]c(=O)n2Cc2ccc(F)cc2)CC1,i
CCOC(=O)c1c(NC(=O)c2ccc(C)c(C)c2)sc2c1CCCCC2,-6%
Cc1ccc(NS(=O)(=O)c2ccc3c(c2)CCCN3C(=O)C2CCC2)cc1Cl,i
CCOC(=O)N1CCc2c(sc3c2c(=O)n(-c2ccccc2C(F)(F)F)c(=O)n3Cc2ccccc2C)C1,?
O=C(O)c1ccccc1C(=O)NC[C@H]1Cn2c(-c3ccc(F)cc3)cnc2CO1,12%[44.1 µM]
COC(=O)c1scc(-c2ccc(C)cc2)c1S(=O)(=O)Nc1cc(C)c(Cl)cc1OC,8.9µM*
Cc1nn2c(c1-c1ccccc1N1CCCC1)N(C(=O)c1ccc(Oc3ccccc3)cc1)CCC2,i
O=C(c1ccccc1F)N1CCC2(CC1)C(=O)NN=C2C1CC1,4%[44.1 µM]

# The list continues:
mol,Pf Dd2 inh
COC(=O)C1=C(C)N(Cc2cccc(Cl)c2)C(=O)CC1c1ccccc1Cl (configuration not stated),i
Nc1nc(CCC(=O)N2CC[C@@H](NC(=O)c3cccnc3)[C@H](O)C2)cs1,1%
O=C(NCCc1ccccc1)c1ccc(Cn2c(SCc3ccc(F)cc3)nc3cccnc32)cc1,i
O=C(Nc1cccc(C(F)(F)F)c1)c1cnn(-c2cccc(F)c2)c1C1CCNCC1,11µM*
COc1ccc(Cl)cc1NC(=O)c1sc2nc3n(c(=O)c2c1C)CCC3,6%
O=C1CS(=O)C2(CCN(S(=O)(=O)c3ccccc3)CC2)N1CC1CC1 (configuration not stated),-20%
COc1ccccc1NC(=O)Cn1c(SCC(=O)NCc2ccccc2)nc2ccccc21,30%[activator]
O=C1CO[C@H]2CN(Cc3ccccc3)C[C@H]2N1Cc1cccnc1,-30%[44.1 µM]
O=C(NCCc1c[nH]c2ccccc12)[C@@H]1C[C@H]2C(=O)NCCCCCCN(C(=O)C3CC3)[C@H]2C1,?
CCc1ccc(N2CC(c3noc(-c4ccsc4)n3)CC2=O)cc1 (configuration not stated),43%[activator]
COc1ccc(NC(=O)CN2C(=O)NC3(CCC(C)CC3)C2=O)cc1 (configuration not stated),18%
CCOc1ccc(NC(=O)C2CCN(S(=O)(=O)c3c(C)noc3/C=C/c3c(C)cc(C)cc3C)CC2)cc1,63%[activator]
COC(=O)c1c(SC)nc2ccccc2c1OCc1ccccc1Cl,23%
O=c1c2c(CO)c(-c3ccc(F)cc3)nn2ccn1Cc1cccc(F)c1,-19%
Cc1nc(CN2C(=O)OC3(CCN(C(=O)c4cccc(C#N)c4)CC3)C2(C)c2ccccc2)cs1 (configuration not stated),?

# Remaining list, next part
mol,Pf Dd2 inh
CCN1C(=O)C2(CCN(S(=O)(=O)c3cccc(C)c3)CC2)c2ccccc21,i
Cc1ccccc1[S+](=O)([O-])N1CC2(CN(CCOc3ccccc3)C(=O)O2)C1,?
O=C1C(N2CCN(S(=O)(=O)Cc3ccccc3Cl)CC2)CCN1Cc1cccnc1 (configuration not stated),11%
COc1ccccc1CN(C)C(=O)CC1C(=O)NCCN1CC1CCCCC1 (configuration not stated),?
CC(C)(C)CC(=O)Nc1ccc([C@@H](O)[C@H]2COCC(=O)N2Cc2cccnc2)cc1,i
Cc1nn(C)c2nc(-c3ccccn3)nc(N3CCC(c4ccc(F)cc4)C3)c12 (configuration not stated),-28%
CCN(CC)c1ccc(NC(=O)CN2C(=O)c3cccnc3Oc3ccccc32)c(C)c1,-29%
O=C1CCCCC(CNC(=O)c2cc(F)ccc2F)N1 (configuration not stated),6%
CCC(=O)Nc1cccc(C(=O)N2CCN3C(=O)CN(C)C(=O)C3C2)c1 (configuration not stated),1%
CCCn1cc(S(=O)(=O)c2cc(C)ccc2C)c(=O)c2cc(F)c(N3CCN(CC)CC3)cc21,?
CCOC(=O)c1cc2c(=O)n3ccccc3nc2n(CCOC)c1=NC(=O)c1c(-c2c(F)cccc2Cl)noc1C,?
Cc1cc(C)n(CCCNC(=O)c2cc(COc3ccc4sc(C)nc4c3)on2)n1,-11%
O=C(NC1CC(=O)N(c2ccc(F)cc2)C1)c1cc2ccccc2o1 (configuration not stated),i
COc1cccc(CCC(=O)N2C[C@@H](CO)[C@H](c3ccccn3)C2)c1,15%
O=S(=O)(NC[C@H]1C[C@@H]2CCN1C[C@@H]2CN1CCc2ccccc21)c1ccc(Cl)cc1,-15%

# Next part
mol,Pf Dd2 inh
Cc1nnc2n1C(C)CN(C(=O)CCSc1ccc3c(c1)OCCO3)C2 (configuration not stated),3%
Cc1ccc(-c2ncc(C(=O)Nc3cccc(Br)c3)c(-c3ccncc3)n2)cc1,?
O=C(c1ccccc1)N1C[C@@H](CO)[C@H](c2nc(-c3cccnc3)no2)C1,-35%
O=C(CCC[C@@H]1[C@H]2CCCN3CCC[C@@H](CN1C(=O)c1cc(F)cc(F)c1)[C@@H]23)NCC1CC1,?
CSc1ccc(CCNC(=O)c2ccc(-n3c(C)cc4c3CCC(C)C4)cc2)cc1 (configuration not stated),42%[activator][5.79 µM]
COc1ccc(NC(=O)O[C@@H]2CO[C@H]3[C@@H]2OC[C@@H]3NS(=O)(=O)c2ccc(Cl)cc2)cc1,-8%
CCCc1ccccc1OCC(=O)c1ccc2c(c1)N(CC(=O)NCC1CC1)C(=O)CO2,i
CC(=O)Nc1ccc(NC(=O)c2ccc3c(c2)N(Cc2cccc(Cl)c2)C(=O)c2ccccc2S3(=O)=O)cc1,-25%
O=C(C1CCCC1)N1CC2(CCCN(Cc3c[nH]c4ccccc34)C2)Cc2ccccc21 (configuration not stated),7.1µM*
CN(Cc1ccccc1)[C@@H]1[C@H](O)[C@H](CO)O[C@@H]1CNS(=O)(=O)c1cccs1,-2%
CCOc1ccc(NC(=O)c2cc3sc(Cl)cc3n2CC)cc1,-23%
Cc1nc2c(C(=O)NC(C)c3ccccc3)cnn2c(C)c1Cc1ccccc1 (configuration not stated),8.9µM*
COc1ccc(CCNC(=O)CCCCn2c(=O)c3ccccc3n(Cc3ccccc3C)c2=O)cc1OC,?
O=C(Cn1cc(C(F)(F)F)ccc1=O)N1CCC2(CCCNC2=O)C1 (configuration not stated),-11%
CN1CCCCCCN(C(=O)Cc2cccc(F)c2)[C@H]2CCC[C@H]2C1=O,-20%

# Further records follow.
mol,Pf Dd2 inh
Cc1cccc(NC(=O)Cn2nnc(C(=O)NCc3cccs3)c2N)c1,-15%
COc1ccc(NC(=O)/C(C#N)=C/c2ccc(C)o2)cc1,51%[activator]
Fc1ccc(-c2cnc3n2C[C@H](CNCc2ccccn2)OC3)cc1,?
COc1ccc(CCCc2nnc(SCC(=O)Nc3cccc(F)c3C)o2)cc1,-12%
CN1CC(=O)N(c2ccccc2F)Cc2c(NCCCO)ncnc21,19%[44.1 µM]
CCCC(=O)Nc1ccc2nc(SCc3ccc(C)cc3)sc2c1,8.9µM*
